ABCG2 block = inhibitors of human ABCG2 transporter, ABCB1 counter-screen; AID 1325; inhibition, % at 6.6 µM; 190,000 compounds, 0.1% hits; IgMXP3 cells, JC-1 efflux, flow cytometry;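 active means inhibition above 80%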;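 further: 0% = DMSO and 100% = nicardipine control wells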
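Test system: IgMXP3 (ABCG2) plus far-red-tagged CCRF-Adr (ABCB1) cells / Amount: 3 million cells/mL in well / Reagent: JC-1 transporter substrate / Timing: 10 min compound exposure, 25 °C / Signal: flow cytometry, 530 nm JC-1 signal / Read-out: percent efflux inhibition, scaled nicardipine 100% to DMSO 0% / Benchmarks: nicardipine as high control, DMSO as low control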
ABCB1 inh = human ABCB1 inhibition, ABCG2 as counter-screen; 190,000 compounds, 0.067% hits; AID 1326; CCRF-Adr cells, JC-1 efflux, flow cytometry; P08183; inhibition, % at 6.6 µM; in the data active means inhibition above about 40%;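 further: 0% = vehicle and 100% = reference inhibitor; higher value means more JC-1 retained so stronger ABCB1 efflux block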
RGS4-Gao reg = modulates binding of RGS4 to human Galphao. P09471. Multiplexed bead flow cytometry; actives lie on both sides. binding response (% of control), % at 10 µM. 220,000 compounds, 0.33% hits; in the data active means binding response below about 49% or above about 150%; inactive means in between;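 further: fluorescent Galphao activated with aluminum fluoride binding bead-coupled RGS4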
Target sequence (P09471 whole entry, looked up): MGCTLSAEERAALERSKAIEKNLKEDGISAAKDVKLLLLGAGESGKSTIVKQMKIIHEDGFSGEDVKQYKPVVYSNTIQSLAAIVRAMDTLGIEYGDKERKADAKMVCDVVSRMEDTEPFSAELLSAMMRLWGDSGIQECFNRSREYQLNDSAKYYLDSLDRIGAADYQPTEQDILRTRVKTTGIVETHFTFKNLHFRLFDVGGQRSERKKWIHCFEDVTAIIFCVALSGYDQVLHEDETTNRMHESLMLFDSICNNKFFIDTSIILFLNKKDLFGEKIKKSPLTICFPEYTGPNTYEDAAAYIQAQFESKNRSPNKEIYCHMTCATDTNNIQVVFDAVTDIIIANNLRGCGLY
Bcl-W Bim block = disrupts Bim peptide binding to human Bcl-W; Q92843; bead-based flow cytometry; inhibition, % at 10 µM; 190,000 compounds, 0.02% hits;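 further: 0% = bound tracer without compound and 100% = peptide blocker; higher means less fluorescent Bim peptide bound to Bcl-W beads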
Target sequence (Q92843 whole entry, looked up): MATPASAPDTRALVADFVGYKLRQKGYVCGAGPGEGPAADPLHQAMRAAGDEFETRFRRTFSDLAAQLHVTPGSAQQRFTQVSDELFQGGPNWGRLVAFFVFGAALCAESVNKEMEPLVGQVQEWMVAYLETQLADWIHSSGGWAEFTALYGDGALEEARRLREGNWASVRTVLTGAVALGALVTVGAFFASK
Bim-Bfl-1 = disrupts Bim binding to human Bfl-1 | Q16548 | Bead-based flow cytometry, Bim-Bfl-1 binding inhibition | inhibition, % at 10 µM | 190,000 compounds, 0.12% hits | AID 1008;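 further: 0% = wells without compound plus tracer and 100% = blocker peptide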
Bim-Bcl-2 = disrupts Bim peptide binding to human Bcl-2; Bead-based flow cytometry, Bim peptide-Bcl-2 binding; inhibition, % at 10 µM; P10415; 190,000 compounds, 0.06% hits; in the data active means inhibition above about 40%; inconclusive means no clear call, values can overlap the other calls;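 further: 0% = no compound wells with probe peptide and 100% = reference peptide inhibitor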
Target sequence (P10415 whole entry, looked up): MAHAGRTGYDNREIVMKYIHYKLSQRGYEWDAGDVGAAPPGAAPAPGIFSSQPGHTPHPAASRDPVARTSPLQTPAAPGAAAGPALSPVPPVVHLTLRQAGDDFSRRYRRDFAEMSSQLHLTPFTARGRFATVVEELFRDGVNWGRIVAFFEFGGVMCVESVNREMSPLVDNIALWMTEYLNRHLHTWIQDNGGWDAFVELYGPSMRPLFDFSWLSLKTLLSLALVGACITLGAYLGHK
Bcl-B Bim block = inhibitors of Bim-Bcl-B interaction, human; 190,000 compounds, 0.073% hits; bead-based flow cytometry, Bim peptide-Bcl-B binding; Q9HD36; inhibition, % at 10 µM; AID 951;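 further: 0% = tracer peptide without compound and 100% = reference inhibitor peptide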
Avidin bead fluor = avidin bead compound fluorescence profile | AID 1775 | Avidin beads, compound fluorescence 488/530 nm, flow cytometry; active compounds read high | 220,000 compounds, 0.38% hits | fluorescence (KMESF) at 10 µM; in the data active means fluorescence above about 47; further: inactives centre near 10
GSH fluor = compound fluoresces at 488/530 nm on GSH beads | 190,000 compounds, 0.25% hits | fluorescence (KMESF) at 10 µM | GSH beads flow cytometry, compound fluorescence 488/530 nm; active compounds read high; in the data active means fluorescence above about 89;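 further: glutathione beads carrying GST-tagged Bcl family fusion proteins plus one bare bead set; values are compound well signal with DMSO vehicle wells as background; inactives centre near 16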
Bim-Bcl-XL = human Bim-Bcl-XL interaction inhibition; Q07817; Bim peptide-Bcl-XL binding, bead flow cytometry, fluorescence; inhibition, % at 10 µM; 190,000 compounds, 0.04% hits
Target sequence (Q07817 whole entry, looked up): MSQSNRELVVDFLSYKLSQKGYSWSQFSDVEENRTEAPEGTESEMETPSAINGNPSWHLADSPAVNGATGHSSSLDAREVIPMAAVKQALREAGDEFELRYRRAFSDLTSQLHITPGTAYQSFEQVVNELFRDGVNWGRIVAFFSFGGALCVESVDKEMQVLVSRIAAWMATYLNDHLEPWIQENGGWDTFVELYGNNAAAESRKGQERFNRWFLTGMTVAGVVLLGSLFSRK
RGS7-Gao reg = human RGS7-Galphao interaction regulation. 220,000 compounds, 0.35% hits. Multiplexed bead flow cytometry, RGS7-Galphao binding; actives lie on both sides. binding response (% of control), % at 10 µM. AID 1439. P09471; in the data active means binding response below about 49% or above about 150%; inconclusive means no clear call, values can overlap the other calls; inactive means in between;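 further: fluorescent Galphao held in activated GDP-AlF4 state binding bead-coupled RGS7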
The depositor's hits bear a star; ? = inconclusive; . = not tested or not shown. Unless noted, no stated cut-off is given here; in the data, active means inhibition above about 40%.

SMILES	ABCG2 block	ABCB1 inh	RGS4-Gao reg	Bcl-W Bim block	Bim-Bfl-1	Bim-Bcl-2	Bcl-B Bim block	Avidin bead fluor	GSH fluor	Bim-Bcl-XL	RGS7-Gao reg
CCCCn1cnc2cc(NCc3cccc(OC)c3O)ccc21	2	1.2	101	0	1	-5	0	31	17	-4	102
O=C(CSc1nc(O)c(Cc2ccccc2)c(=O)n1-c1ccccc1)N1CCOCC1	3	0.7	97	-1	-1	1	2	15	13	-3	103
CS(=O)(=O)Nc1ccc(Cc2ccc(NS(C)(=O)=O)cc2)cc1	1	0.2	100	-3	-11	-7	-10	11	24	-6	100
CN(C)c1nc2ccccc2n(C)c1=O	5	0.4	96	1	-5	-3	-3	9	14	-2	?
CCCc1ccc(Oc2cc(C)nc(N3CCOCC3)n2)cc1	1	0.2	102	0	0	-1	0	12	21	-1	100
CC1=C(C(N)=O)C(c2ccccn2)n2nc(-c3ccccc3Cl)nc2N1 (stereo not given)	0	0.0	99	-3	-1	-1	-2	18	14	-7	95
O=C(/C=C/c1ccccc1)NC(NC(=S)Nc1cccc(Cl)c1)C(Cl)(Cl)Cl (stereo not given)	22	-2.2	102	-5	-15	-12	-10	11	27	-6	98
COC(=O)CSc1nc2[nH]ncc2c(=O)[nH]1	3	0.9	103	-4	4	0	2	8	14	1	102
COCC(=O)OCC(=O)Nc1cc(C(C)(C)C)nn1-c1ccccc1	1	0.2	100	1	-2	-2	-3	36	10	-3	103
O=C(CN(Cc1ccco1)C(=O)CNS(=O)(=O)c1ccccc1)NCc1ccccc1	0	0.2	101	-3	-13	-8	-9	6	28	-9	103
Cc1cc(C)c(C(=O)COC(=O)c2cccc(S(=O)(=O)NCc3ccccc3)c2)cc1C	55	0.7	101	-6	-3	-6	-7	22	10	-11	104
COc1ccc(-c2cnc(SCC(=O)Nc3ccc4c(c3)OCO4)n2Cc2ccco2)cc1	1	0.3	94	6	2	1	-1	2	14	2	96
CCN1C(=O)c2cccc3c(S(=O)(=O)NCc4ccccn4)ccc1c23	3	0.5	101	3	-9	-11	-6	10	12	-1	100
CNc1ccc(Br)cc(C(=O)/C=C/c2ccc(Cl)cc2Cl)c1=O	3	1.9	97	4	12	7	-21	9	14	0	98
COC(=O)c1cc2ccsc2n1CC(=O)N(C)c1ccccc1	-2	-2.1	104	-1	-3	-10	-9	15	25	-4	103
OCCNCc1cccc(OCc2ccccc2Cl)c1	6	1.9	109	1	1	-2	-6	10	19	-4	?
C(=N\n1cnnc1)/c1cccc(OCCOc2ccccc2)c1	15	0.8	101	-1	1	-3	-1	9	15	-2	102
Cc1cccc(NC(=O)CSc2ccc(-c3ccc4c(c3)OCO4)nn2)c1C	-4	-0.2	97	-6	-12	-7	-10	16	15	-7	96
CCC(C)NS(=O)(=O)c1ccc(OCC(=O)NCc2ccco2)cc1 (stereo not given)	6	1.8	99	0	0	0	0	36	13	-3	101
COc1ccc(C(OC(=O)c2ccco2)C(=O)NC(C)(C)C)cc1 (stereo not given)	7	0.4	98	1	-4	0	0	8	11	0	?
O=C(COC(=O)CC1CC2CCC1C2)Nc1cc([N+](=O)[O-])ccc1F (stereo not given)	13	0.9	100	0	-4	-1	-5	15	15	-4	?
CCOc1ccccc1NC(=O)Cn1c(=O)sc2ccccc21	0	0.2	101	1	-2	-4	-1	14	25	0	101
Cc1sc2nc(CN3CCOCC3)nc(N3CCOCC3)c2c1C	1	0.5	116	-5	-2	-2	-3	4	73	-12	117
CCOC(=O)c1c(CSc2ccccc2)n(C)c2cc(Br)c(OCC(O)CNC(CO)(CO)CO)cc12 (stereo not given)	10	0.8	96	.	.	.	.	6	.	.	100
COc1ccc(C)cc1NC(=O)C(=O)NNC(=O)c1ccco1	-2	-0.6	98	0	-9	-8	-6	7	41	2	98
OCCNc1cc(-n2nc(-c3ccccc3)cc2-c2ccccc2)ncn1	2	0.5	98	1	2	0	2	17	3	0	96
CN(C)C(=S)NC1(C)CCS(=O)(=O)C1 (stereo not given)	-2	-0.6	103	1	-1	-3	-7	13	25	1	103
CCn1c(SCC(=O)Nc2cc(NC(C)=O)ccc2OC)nnc1-c1cccnc1	4	0.5	94	-1	3	1	1	8	32	4	94
Cc1cc(OCc2cn3cccnc3n2)ccc1Cl	16	0.8	94	10	3	9	36	1	4	12	98
Cc1ccc(S(=O)(=O)N2CC3(C)CN(S(=O)(=O)c4ccc(C)cc4)CC(C)(C2)C3)cc1	2	0.3	98	3	-10	-4	-4	7	40	-5	98
Cc1ccc(NC(=S)NC2CC3CCC(C2)N3Cc2ccco2)cc1C (stereo not given)	1	0.4	103	-4	0	-6	-6	8	20	-6	103
CC(=O)Oc1ccc(Cl)cc1/C=C/c1cc(OC(C)=O)c2ccccc2n1	-3	-2.4	101	-3	-3	-5	-7	7	6	-4	100
O=[N+]([O-])c1ccc(NCc2ccc3c(c2)OCO3)cc1	4	0.2	103	-1	-2	-1	-2	12	14	0	100
Cc1nn(-c2ccccc2)c(Cl)c1C(=O)NCCN(C)C	2	0.1	97	2	0	2	-3	5	22	1	94
COc1ccc(-c2nc(N3CCC(C)CC3)[nH]c(=O)c2C#N)cc1	1	0.3	99	0	-1	-4	-2	.	13	-4	103
O=C(c1ccc(S(=O)(=O)Cc2ccccc2F)c([N+](=O)[O-])c1)N1CCCC1	3	0.7	98	0	-4	0	-2	11	15	0	97
S=C(Nc1ccc(Br)cc1Cl)NN1CCOCC1	2	0.3	100	0	-4	-2	-4	10	15	-1	?
O=C(Nc1nccs1)c1cc2c(s1)CCCCC2	12	1.1	103	0	-14	-10	-8	10	25	-5	101
N/C(=N\OC(=O)c1cccc(Cl)c1)c1cccnc1	4	0.3	100	1	-14	-10	-7	7	41	-2	101
COC(=O)c1c(NC(=O)Cc2ccccc2)sc2c1C(C(=O)OC)CC2 (stereo not given)	7	1.9	100	-1	0	-5	-12	12	22	-7	101
COCCCNC(=S)Nc1cccc2ncccc12	10	0.6	97	0	-3	0	-8	5	10	-2	94
Nc1ncnc2c1ncn2[C@@H]1O[C@H](CO)[C@@H](O)[C@H]1O	0	-0.3	104	-2	0	-1	-2	10	22	-4	99
Cc1cc(/C=C2/NC(=O)N(Cc3ccccc3F)C2=O)c(C)n1C(C)C	-2	-1.1	106	1	3	3	0	10	20	-1	103
CSc1nnc(C)c(/C=C/Nc2ccc(Cl)cc2)n1	1	1.1	94	9	9	10	-7	18	11	16	97
CN(C)S(=O)(=O)c1ccc(NC(=O)CN2CCN(C(c3ccccc3)c3ccccc3)CC2)cc1	3	0.8	104	-6	-1	-4	-2	34	14	-3	98
COc1ccc(OC)c(C(=O)COC(=O)c2c(OC)cccc2OC)c1	-3	-2.6	93	-2	0	-5	-8	14	24	0	93
COc1ccc(CCNC(=O)C2CCCN(c3nn4c(=O)cc(C)nc4s3)C2)cc1OC (stereo not given)	-3	-0.9	100	-3	2	3	1	13	16	0	100
COc1cc(C)c(Br)cc1S(=O)(=O)N1CCOCC1	0	-0.3	100	-1	-14	-12	-7	10	8	-4	99

As entered above:
COc1ccc(CCNC(=O)C2CCCN(c3nn4c(=O)cc(C)nc4s3)C2)cc1OC (stereo not given) in ABCB1 inh is entered as -0.9
COCCCNC(=S)Nc1cccc2ncccc12 in RGS7-Gao reg is entered as 94

Part of the list above, showing only RGS7-Gao reg.
structure	RGS7-Gao reg
COC(=O)c1c(NC(=O)Cc2ccccc2)sc2c1C(C(=O)OC)CC2 (stereo not given)	101
COCCCNC(=S)Nc1cccc2ncccc12	94

(cont.)
SMILES	ABCG2 block	ABCB1 inh	RGS4-Gao reg	Bcl-W Bim block	Bim-Bfl-1	Bim-Bcl-2	Bcl-B Bim block	Avidin bead fluor	GSH fluor	Bim-Bcl-XL	RGS7-Gao reg
CCN1C(=O)NC(c2cccnc2)C(C(=O)OC)=C1C (stereo not given)	22	1.2	101	-5	-18	-7	-8	25	37	-7	103
O=C(Nc1nc(-c2ccc3c(c2)Cc2ccccc2-3)cs1)c1ccccc1	-2	-0.8	99	0	0	1	-5	2	18	-1	101
O=C1C(Cl)=C(N2CCN(Cc3ccccc3)CC2)C(=O)N1Cc1ccccc1	4	1.6	86	-4	-1	-3	-4	26	17	0	96
O=C(CSc1ccc2ccccc2n1)Nc1ccc(N2CCOCC2)cc1	3	0.8	104	0	0	-1	-11	12	11	-2	?
Cc1ccccc1NC(=O)c1ccccc1NC(=O)CCC(=O)O	1	0.3	103	-1	-4	-8	-7	3	7	-2	100
Clc1ccc(-n2ncc3c(NCCN4CCOCC4)ncnc32)cc1	42	2.2	98	-3	-17	-6	-7	15	33	-4	100
CCN1CCN(C(=O)c2cc3sccc3n2CC(=O)c2ccccc2)CC1	2	0.9	102	-1	0	1	0	40	18	-1	106
COc1ccc(C(=O)N2CCn3c2nc2ccccc23)cc1	1	0.2	101	-1	-3	-1	-4	12	12	0	98
O=C(Nc1ccc(OC(F)(F)F)cc1)c1n[nH]c(Cn2cncn2)n1	2	0.0	89	-3	-15	-13	-14	10	14	-11	98
Cc1oc(C(C)(C)C)cc1C(=O)Nc1cccc(/C=C\C(=O)O)c1	15	0.3	97	-4	-2	-3	-8	4	11	-10	93

In the list so far, eight have an aryl thioether with sulfur outside any ring.
SMILES	ABCG2 block	ABCB1 inh	RGS4-Gao reg	Bcl-W Bim block	Bim-Bfl-1	Bim-Bcl-2	Bcl-B Bim block	Avidin bead fluor	GSH fluor	Bim-Bcl-XL	RGS7-Gao reg
O=C(CSc1nc(O)c(Cc2ccccc2)c(=O)n1-c1ccccc1)N1CCOCC1	3	0.7	97	-1	-1	1	2	15	13	-3	103
COC(=O)CSc1nc2[nH]ncc2c(=O)[nH]1	3	0.9	103	-4	4	0	2	8	14	1	102
COc1ccc(-c2cnc(SCC(=O)Nc3ccc4c(c3)OCO4)n2Cc2ccco2)cc1	1	0.3	94	6	2	1	-1	2	14	2	96
Cc1cccc(NC(=O)CSc2ccc(-c3ccc4c(c3)OCO4)nn2)c1C	-4	-0.2	97	-6	-12	-7	-10	16	15	-7	96
CCOC(=O)c1c(CSc2ccccc2)n(C)c2cc(Br)c(OCC(O)CNC(CO)(CO)CO)cc12 (stereo not given)	10	0.8	96	.	.	.	.	6	.	.	100
CCn1c(SCC(=O)Nc2cc(NC(C)=O)ccc2OC)nnc1-c1cccnc1	4	0.5	94	-1	3	1	1	8	32	4	94
CSc1nnc(C)c(/C=C/Nc2ccc(Cl)cc2)n1	1	1.1	94	9	9	10	-7	18	11	16	97
O=C(CSc1ccc2ccccc2n1)Nc1ccc(N2CCOCC2)cc1	3	0.8	104	0	0	-1	-11	12	11	-2	?

High-throughput results from PubChem BioAssay.
